aGlu spleen mod: inhibits or activates alpha-glucosidase in human spleen homogenate. human spleen homogenate, 4-MU-alpha-glucoside fluorescence. Potency, µM (doses to about 79.9 µM), for inactives: at the top dose activity change, negative = inhibition, most hits filed as inhibitors. 240,000 tested, 0.006% active;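 further: 0% = enzyme with vehicle and -100% = no enzyme basal signal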
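AC50 values come from Hill-equation fits of concentration-response data, normalized to no-enzyme and full-activity controls. Enzyme source: 1 ug human spleen homogenate; 1 mM fluorogenic 4-MU glucoside, pH 5.0 citrate buffer, 37 C, 40 min.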
GAA glycogen: inhibitors or activators of human alpha-glucosidase glycogen cleavage. recombinant GAA, glycogen substrate, Amplex Red glucose oxidase fluorescence. Potency, µM (titrated, usually from 76.4 µM), without a hit: at the highest dose activity change, negative = inhibition, most hits filed as inhibitors. 300,000 tested, 0.38% active;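 further: 0% = full enzyme reaction and -100% = no-enzyme basal signal; the screen sought inhibitors and activators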
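Natural-substrate format: glycogen cleavage by 4 nM human enzyme, glucose read by Amplex Red coupling (Ex 573, Em 610 nm). Normalized to enzyme and no-enzyme controls.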
KDM4E inh: JMJD2E (human) inhibition | B2RXH2 | JMJD2E catalytic domain, FDH-coupled NADH fluorescence (FDH is formaldehyde dehydrogenase) | Potency, µM (series often up to 57.1 µM), for inactives: at the highest dose activity change, negative = inhibition, most hits filed as inhibitors | 230,000 tested, 1.6% active; active means well fitted inhibition curve with a large enough effect, not every such curve was filed as active; inconclusive means small, poorly fitted or top-dose-only effect, or another doubt; inactive means no such curve, though single readings can be large or run the other way;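 further: 0% = wells with enzyme and -100% = buffer wells without enzyme; nearly all actives have a fitted effect of over 50% in size; many of its hits are not listed in these tables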
Target sequence (B2RXH2 1-337 limits assumed): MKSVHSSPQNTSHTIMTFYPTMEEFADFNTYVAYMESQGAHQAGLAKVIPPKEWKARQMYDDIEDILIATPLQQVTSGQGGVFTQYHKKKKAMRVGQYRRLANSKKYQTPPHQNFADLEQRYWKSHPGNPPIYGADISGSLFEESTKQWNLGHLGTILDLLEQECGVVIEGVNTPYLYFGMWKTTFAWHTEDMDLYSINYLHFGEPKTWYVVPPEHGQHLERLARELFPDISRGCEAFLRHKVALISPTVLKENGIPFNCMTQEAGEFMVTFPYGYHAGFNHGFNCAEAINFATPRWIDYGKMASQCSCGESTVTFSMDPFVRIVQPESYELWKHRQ
ALDH1A1 inh: ALDH1A1 (human) enzyme inhibition; P00352; Purified ALDH1A1, NADH fluorescence, propionaldehyde substrate; Potency, µM (top dose mostly 75.3 µM), inactives show at the highest dose activity, negative = inhibition, actives largely listed as inhibitors; 220,000 tested, 7.3% active; AID 1030; active means well fitted inhibition curve with a large enough effect, not every such curve was filed as active; inconclusive means small, poorly fitted or top-dose-only effect, or another doubt; inactive means no such curve, though single readings can be large or run the other way;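 further: plate controls were no enzyme wells and a reference inhibitor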
GoLoco inh red: blocks human Gai1 binding to RGS12 GoLoco peptide, red readout; Gai1:RGS12 GoLoco peptide FP, rhodamine, 10 min; Potency, µM (top dose mostly 61.6 µM), inactives show at the highest dose activity, negative = inhibition, actives largely listed as inhibitors; 230,000 tested, 0.44% active; active means well fitted inhibition curve with a large enough effect, not every such curve was filed as active; inactive means no such curve, though single readings can be large or run the other way; further: on the % scale 0 is the no-effect control and ±100 the full control effect; nearly all actives have a fitted effect of over 30% in size; many of its hits are not listed in these tables
Target sequence (P63096 whole entry, looked up): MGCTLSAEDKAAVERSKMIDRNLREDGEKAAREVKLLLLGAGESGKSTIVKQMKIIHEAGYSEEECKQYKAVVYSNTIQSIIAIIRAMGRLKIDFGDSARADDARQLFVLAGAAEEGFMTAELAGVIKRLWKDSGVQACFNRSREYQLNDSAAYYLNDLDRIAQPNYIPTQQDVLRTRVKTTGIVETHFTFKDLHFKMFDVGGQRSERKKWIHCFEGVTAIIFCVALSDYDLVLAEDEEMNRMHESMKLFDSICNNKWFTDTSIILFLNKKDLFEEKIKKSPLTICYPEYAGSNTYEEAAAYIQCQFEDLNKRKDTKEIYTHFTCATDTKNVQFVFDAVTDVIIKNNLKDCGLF
SMN2 splice up: increases expression of the SMN2 splice variant; HEK293 SMN2-luciferase splicing reporter, luminescence, 30-36 h; Potency, µM (series often up to 46.1 µM), inactives show at the top dose activity change, positive = activation, hits mostly activators; 210,000 tested, 2.8% active; AID 1458; further: % of control where 0% means no effect; nearly all actives have a fitted effect of over 55% in size
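HEK293 cells carry an SMN2 […]–luciferase reporter in which exon 7 inclusion puts luciferase in frame. Cells were plated 10-12 h before compound addition, then incubated 30-36 h at 37C. ONE-Glo luminescence was read; sodium butyrate at 4.5 mM final served as control.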
GAA inh: inhibitors of human lysosomal alpha-glucosidase. P10253. purified human GAA, 4-MU-alpha-glucoside fluorescence. Potency, µM (series often up to 76.9 µM), without a hit: at the highest dose activity change, negative = inhibition, most hits filed as inhibitors. 200,000 tested, 0.005% active. AID 1466;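 further: plate controls were uninhibited enzyme wells for no effect and no-enzyme background for full effect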
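Read-out is 4-methylumbelliferone fluorescence (Ex 365/Em 440 nm) after NaOH/glycine stop at pH 10. Enzyme 4 nM, substrate 400 uM, pH 5.0 citrate buffer, 20 min room temperature; AC50 from Hill-equation concentration-response.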
aGal spleen mod: inhibits or activates alpha-galactosidase in human spleen homogenate. P06280. human spleen homogenate, 4MU-alpha-Gal fluorescence, 40 min. Potency, µM (series often up to 80 µM), for the others: at the top dose activity change, negative = inhibition, usual class: inhibitors. 240,000 tested, 0.008% active. AID 2107;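 further: 0% = enzyme with vehicle and -100% = no enzyme basal signal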
Target sequence (P06280 32-429 limits assumed): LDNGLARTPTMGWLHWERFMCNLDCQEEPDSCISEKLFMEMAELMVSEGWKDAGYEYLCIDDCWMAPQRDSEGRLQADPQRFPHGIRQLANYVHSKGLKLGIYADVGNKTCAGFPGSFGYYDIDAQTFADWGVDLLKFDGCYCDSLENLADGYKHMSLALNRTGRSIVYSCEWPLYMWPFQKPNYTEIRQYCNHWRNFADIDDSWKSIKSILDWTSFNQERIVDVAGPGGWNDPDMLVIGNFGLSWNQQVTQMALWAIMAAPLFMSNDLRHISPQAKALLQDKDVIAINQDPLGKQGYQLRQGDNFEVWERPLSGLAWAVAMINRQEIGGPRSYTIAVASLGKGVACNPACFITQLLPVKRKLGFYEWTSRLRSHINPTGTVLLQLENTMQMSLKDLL
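Spleen homogenate 1 ug + cpd (titration) + 4-MU-alpha-D-galactopyranoside 1 mM; 37C 40 min; 50 mM citrate/phosphate pH 5.0, 0.01% Tween-20; stop pH 10; fluorescence 365/440; AC50 via Hill.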
* hit, by the source's call; ? = inconclusive; / = not tested or not shown; [ ] = dose if it differs, or a comment. Unless noted, the call rests on the fitted dose curve; in most records, active means well fitted curve in the direction sought with a large enough effect; inconclusive means small, poorly fitted or top-dose-only effect, or another doubt; inactive means no such curve, though single readings can be large; an effect the other way counts as inactive or inconclusive. Potency means the concentration at half of the fitted maximal effect. Some of the compounds tested, so the mix of outcomes need not match the whole.

SMILES | aGlu spleen mod | GAA glycogen | KDM4E inh | ALDH1A1 inh | GoLoco inh red | SMN2 splice up | GAA inh | aGal spleen mod
N#Cc1c(C(F)(F)F)cc(-c2ccco2)nc1SCc1ccccn1 | -5% | 8% | ? | ? | 21% | -15% | ? | -4%
CN1CCC(C2(O)c3ccccc3CCc3ccccc32)CC1 | 3% | -7% | 4% | -1% | 5% | -8% | 0% | 3%
COc1cccc(CC2(CO)CCCN(Cc3ccc(CN4CCCCC4)s3)C2)c1 (stereo unspecified) | 2% | -10% | -1% | 0% | 9% | / | 3% | -1%
O=C1OCCC1Sc1nnc(-c2ccccc2Cl)n1Cc1ccccc1 (stereo unspecified) | -10% | 8% | 5% | 0% | -6% | / | 0% | 3%
NS(=O)(=O)c1ccc(NC(=S)Nc2ccc(S(=O)(=O)N3CCCC3)cc2)cc1 | -4% | -2% | -130% | ? | 8% | / | -7% | -3%
CCCc1ccc(-c2cc(NC(=O)CSc3nnc(N)s3)n(-c3ccccc3)n2)cc1 | -5% | -9% | 7% | -2% | / | / | -11% | -2%
O=C(NCCCN1CCOCC1)c1ccc(CSc2ccc(Cl)cc2)cc1 | -4% | 4% | -7% | 1% | 6% | -22% | 8% | -5%
CCOC(=O)N1CCN(C(=O)c2ccc3c(=O)n(-c4cc(OC)ccc4OC)c(=S)[nH]c3c2)CC1 | / | 3% | -1% | 10% | 6% | 7% | -5% | 2%
O=S(=O)(NCc1cn2ccsc2n1)c1ccc2c(c1)OCCO2 | 5% | -10% | -4% | 5% | 1% | -28% | 1% | 7%
Cc1csc(SCC(=O)N2CCN(S(=O)(=O)c3ccccc3)CC2)n1 | -19% | -9% | 7% | 3% | -1% | -14% | ? | -6%
O=S(=O)(Cc1cnc(Cl)s1)c1ccccc1 | -2% | -2% | -6% | -9% | -38% | -9% | -9% | -1%
N#Cc1ccc(OCC(=O)N/N=C2\CCc3ccccc32)cc1 | -5% | 3% | 0% | -7% | 6% | -6% | 6% | -15%
COc1ccc(C(=O)NC2(C(F)(F)F)NC(=O)N(CCCc3ccccc3)C2=O)c(OC)c1OC (stereo unspecified) | -4% | -1% | -2% | 9% | 5% | -20% | ? | 1%
COc1ccc(C2(C(N)=O)CCCCC2)cc1OC | -3% | -8% | 5% | -15% | -4% | 19% | -9% | 5%
O=C(c1ccc(COc2ccccc2Br)cc1)N1CCCCC1 | 1% | -7% | 3% | ? | 3% | 22% | -5% | 6%
COc1ccc(C)cc1NC(=O)c1ccc2c(c1)OCO2 | -3% | -10% | -5% | 3% | 6% | ? | -5% | 1%
COc1ccc(N2CCN(C(=O)c3cn(C4CCCC4)c(=O)c4c3c3ccccc3n4C)CC2)cc1 | -4% | 8% | ? | ? | -12% | -11% | -3% | -1%
Cc1nc(N2CCN(c3ccccc3)CC2)c2c3c(sc2n1)CCC3 | 6% | -15% | 4% | 2% | 4% | -32%[inhibitor] | 1% | 8%
NC(CC(=O)O)c1ccc(F)cc1 (stereo unspecified) | 7% | -5% | 5% | ? | -1% | 4% | 1% | 6%
Cc1cc(Nc2cnc3ccccc3n2)n(-c2ccccc2)n1 | -3% | -5% | -23% | 6% | -10% | -23% | 0% | -5%
Cc1cc(C)c2c(n1)nn1c(NCCN3CCOCC3)cc(C)nc21 | 20% | 7% | ? | ? | 0% | -1% | ? | ?
COc1ccc(Cn2cc(F)c(=O)n(C)c2=O)cc1[N+](=O)[O-] | -2% | 5% | 4% | / | -21% | / | / | -7%
CSc1ccc(CNc2ccccc2)cc1 | -11% | 1% | -5% | -14% | 18% | 3% | -2% | -6%
CC(C)CC1CC(C)(c2csc(NNC(=O)c3ccccc3)n2)OC1=O (stereo unspecified) | 1% | ? | -2% | -13% | 5% | -57%[inhibitor] | -7% | 2%
Cc1cc(C(=O)CSc2nnc(-c3ccccc3)n2C)c(C)n1C | -1% | -2% | 1% | ? | -8% | -21% | 1% | 1%
CCOc1ccc(C(=O)NC(=S)Nc2cccnc2)cc1[N+](=O)[O-] | -17% | 6% | -1% | -2% | 3% | -3% | 3% | -7%
COc1cc(/C=C/C(=O)OCC(=O)NC(=O)NC(C)C)cc(S(=O)(=O)N2CCc3ccccc32)c1OC | -6% | -4% | 4% | 5% | -4% | -9% | -6% | -10%
Nc1ccc(-n2cnc3cc([N+](=O)[O-])ccc32)cc1 | -2% | 3% | 1% | -9% | -14% | 7% | -6% | 0%
CC1CCN(CCc2nc3cc(NS(=O)(=O)c4ccc(F)cc4)ccc3n2C)CC1 | -8% | 1% | -7% | 13% | 10% | -30%[inhibitor] | 2% | 1%
COc1ccc(C(=O)NCC(C)(C)SCc2c(C)cc(C)cc2C)cc1 | -6% | -4% | -13% | 5% | -7% | / | -14% | 8%
COC(=O)c1cc(OC)c(OC)cc1NC(=O)c1ccoc1C | 5% | 6% | 5% | 15% | 10% | -1% | ? | 1%
C#CCNC(=O)C1=C[C@@H](C)C[C@@H](OCc2ccc(CO)cc2)O1 | -7% | 8% | -3% | 0% | -2% | / | / | -5%
C=CCCCC | 8% | / | / | 22% | 2% | -8% | / | -1%
O=C(CSc1nncs1)NCCCc1ccccc1 | 3% | 10µM* | 9% | ? | 6% | 6% | ? | -3%
CCc1ccc(NC(=O)Cn2c(SC)nc3ccccc32)cc1 | 2% | 8% | 9% | -1% | / | / | -8% | -2%
CCCCCCCc1c(O)nc(SCCN2CCOCC2)[nH]c1=O | -6% | -3% | 8% | ? | 4% | / | 10% | 4%
Cc1cccc(NC(=O)CSc2nc(N)c(NC(=O)c3cccs3)c(=O)[nH]2)c1C | 1% | -1% | 3% | 0% | -1% | 1% | 1% | -3%
CCn1ncc(CN2CCCC(CNC(=O)c3ccc(F)cc3)C2)c1C (stereo unspecified) | 8% | -2% | 0% | 5% | 8% | -2% | 8% | 6%
CCOC(=O)c1c(C)[nH]c(C(=O)Cn2nnc(-c3ccccc3Cl)n2)c1C | 10% | 26% | -4% | -15% | 12% | -34% | -12% | 10%
C=CC(=O)NN(C)c1ncc(C(F)(F)F)cc1Cl | 4% | 29% | 1% | 8% | 5% | -9% | 14% | 0%

3 compounds picked at random from those above:
SMILES | aGlu spleen mod | GAA glycogen | KDM4E inh | ALDH1A1 inh | GoLoco inh red | SMN2 splice up | GAA inh | aGal spleen mod
C=CC(=O)NN(C)c1ncc(C(F)(F)F)cc1Cl | 4% | 29% | 1% | 8% | 5% | -9% | 14% | 0%
C#CCNC(=O)C1=C[C@@H](C)C[C@@H](OCc2ccc(CO)cc2)O1 | -7% | 8% | -3% | 0% | -2% | / | / | -5%
CCCCCCCc1c(O)nc(SCCN2CCOCC2)[nH]c1=O | -6% | -3% | 8% | ? | 4% | / | 10% | 4%

(listing goes on)
SMILES | aGlu spleen mod | GAA glycogen | KDM4E inh | ALDH1A1 inh | GoLoco inh red | SMN2 splice up | GAA inh | aGal spleen mod
COC(=O)c1[nH]c2ccc(C)cc2c1NC(=O)NC1CCCCC1 | -6% | 0% | -24% | ? | -1% | -33%[inhibitor] | -2% | 0%
CCOc1ccccc1-n1c(SCC(=O)N2CCCC2)nnc1-c1ccoc1C | -3% | -8% | -5% | 6% | -1% | -3% | -2% | -6%
COc1ccc(/C=N/NC(=O)c2cc(C34CC5CC(CC(C5)C3)C4)[nH]n2)cc1O | 3% | -5% | 1% | -3% | 3% | -2% | -12% | 8%
CCN(CC)C(=O)c1cn(-c2ccccc2)nc1-c1ccc2c(c1)OCCO2 | 1% | 11% | -4% | -8% | 20% | -25% | 5% | 1%
OC(Cn1cccn1)c1ccccc1 (stereo unspecified) | 4% | 7% | 9% | 9% | -2% | -3% | -1% | 6%
CCCn1c(C)nc2c(NC3CCN(Cc4ccccc4)C3)nc(C)nc21 (stereo unspecified) | -2% | / | -4% | -8% | -1% | -16% | / | 3%
Cc1cc2c(c(=O)o1)C(C1C=CCCC1)C(C#N)=C(N)O2 (stereo unspecified) | -6% | 3% | -1% | 7.9µM* | 239%[activator] | -42%[inhibitor] | -2% | -3%
Cc1ccc2sc(N(CCCN(C)C)C(=O)c3ccc(S(=O)(=O)N(C)C)cc3)nc2c1C | -21% | 2% | 4% | -2% | -3% | -31%[inhibitor] | -8% | -1%
CSCC[C@H](NC(=O)C(C)(C)Oc1ccc(Cl)cc1)c1nc2ccccc2[nH]1 | -6% | -1% | 0% | 6% | -13% | -16% | 3% | 0%
O=C(Nc1ccc(Cl)cc1)c1ccncc1 | -3% | 9% | -3% | 2% | -6% | -15% | 0% | 7%
COC(=O)CNS(=O)(=O)c1ccc(C)cc1 | -7% | 4% | 3% | 14% | 1% | 10% | 1% | 5%
CCCCCCCCCCCCCCCC[n+]1cccc(C(=O)N(CC)CC)c1 | 2% | 2% | 6% | ? | 9% | -7% | 0% | -1%
Cc1ccc(-n2ncc3c(N4CCC(C(N)=O)CC4)ncnc32)c(C)c1 | 3% | 6% | 8% | -2% | -17% | -18% | 8% | 9%
Cc1ccc(C)n1-c1ccc(-c2nnc3n2CCCCC3)s1 | -3% | 35µM* | 1% | ? | 10% | ? | 2% | 4%
COC(=O)c1cc(C(=O)CSc2nc(C)cc(C)n2)ccc1O | -3% | 10% | -28% | -8% | 19% | -7% | -10% | -11%
O=C(NCCNCc1cccs1)c1ccccc1F | 4% | 4% | ? | -16% | -7% | 6% | 1% | 3%
N#C/C(=C\c1c(N2CCCCC2)nc2ccccn2c1=O)C(=O)NC1CCS(=O)(=O)C1 (stereo unspecified) | 24% | 1% | ? | ? | 9% | 17% | ? | ?
Cc1cccn2cc(-c3ccccc3)nc12 | 8% | -6% | ? | ? | 7% | 11µM* | -12% | 0%
Cc1ccc(N2C(=O)C3C4CC(=O)C(c5ccccc54)C3C2=O)cc1C (stereo unspecified) | 0% | -10% | -7% | ? | -10% | -2% | 1% | -2%
CNc1nc(NC#N)nc(SC)n1 | -1% | 5% | 1% | / | 5% | / | / | 6%
COC(=O)CNC(=O)C1CCCN1C(=O)OC(C)(C)C (stereo unspecified) | -2% | 22% | 1% | 10% | 11% | 6% | -8% | -1%
Cc1cccc(OCC(=O)NNC(=O)c2cc3ccccc3oc2=O)c1 | 7% | -3% | -1% | ? | -5% | 15% | -9% | -9%
